Rac1 GTP hydrolysis: MgcRacGAP GTPase-activating activity inhibitors, confirmation, biochemical, ADP Hunter fluorescence. Rac GTPase-activating protein 1 (Homo sapiens). MgcRacGAP-stimulated Rac1 GTP hydrolysis, ADP Hunter fluorescence; higher % means a stronger effect; GST-tagged Rac1 F28L mutant substrate. one-dose inhibition, % at 30 µM; IC50 in µM for titrated hits. 340,000 compounds, 0.6% hits;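 active means first-screen hits whose inhibition reached a set limit at any dose in the follow-up dose series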;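 further: fluorescence reports GDP produced by GAP-driven GTP hydrolysis; strong numbers were not always called active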
SV40 large T antigen: SV40 large T antigen inhibitors, biochemical (AID 1903). inhibition, % at 20 µM; hits with a dose series show IC50 in µM. SV40 large T antigen ATPase/helicase inhibition assay; higher % means a stronger effect. 310,000 compounds, 0.39% hits; in the data active means a potency from the dose series; further: strong numbers were not always called active
UTI89 phage lysis: inhibition of K1F phage lysis, E. coli UTI89, bacterial capsule biogenesis inhibitors, alamar blue (AID 488966); 340,000 compounds, 0.02% hits; E. coli UTI89 K1F phage lysis, alamar blue, 2 h; higher % means a stronger effect; one-dose inhibition, % at 100 µM; IC50 in µM for titrated hits;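 active means phage lysis inhibition, versus mean bacterial control, above a set limit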;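 further: capsule biogenesis inhibitors block K1F phage lysis so surviving cells raise fluorescence; higher fluorescence means more inhibition of phage lysis; actives were called in the ten point dose series up to 300 µM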
RSV antiviral HEp-2: RSV antiviral activity via CPE protection, HEp-2 cells, primary 10 µM value included (AID 2391); HEp-2 cells, RSV-induced CPE inhibition; higher % means a stronger effect; CPE inhibition, % at 10 µM; hits with a dose series show IC50 in µM; 310,000 compounds, 0.13% hits; in the data active means a potency from the dose series; further: strong numbers were not always called active
GPR35 antagonists: GPR35 antagonists blocking zaprinast-driven arrestin recruitment, primary screen, imaging, U2OS, beta-arrestin-GFP, zaprinast agonist (AID 2058) | U2OS GPR35 beta-arrestin-GFP translocation imaging, zaprinast antagonism; higher % means a stronger effect | one-dose inhibition, % at 10 µM; IC50 in µM for titrated hits | 290,000 compounds, 0.052% hits;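 active means inhibition of at least 50% with at least 30 cells and total cytoplasm GFP at most 10,000,000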
PhoP inhibition: inhibitors of PhoP regulon expression, primary screen, Salmonella Typhimurium, GFP reporter (AID 1863). 300,000 compounds, 0.16% hits. inhibition, % at 50 µM; hits with a dose series show IC50 in µM. S. Typhimurium PhoP-regulated promoter GFP reporter, 4 h; higher % means a stronger effect;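 active means inhibition over 29.93%, a cutoff 3 SD above the screen mean, later confirmed by dose response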;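 further: 0% = low Mg2+ inducing control and 100% = high Mg2+ repressing control; strong numbers were not always called active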
HIV peptide binding: inhibitors of HIV fusion peptide binding, primary screen, biochemical, uHTS, fluorescence dequenching (AID 1986) | cell-free peptide binding, fluorescence dequenching, 30 min; higher % means a stronger effect | one-dose inhibition, % at 20 µM; IC50 in µM for titrated hits | 290,000 compounds, 0.3% hits; in the data active means inhibition mostly above about 52%, no sharp cut-off; inactive means mostly below about 76%; further: some results filed as inactive read as strong as hits
NS5 inhibitors: Dengue-2 NS5 methyltransferase inhibitors, primary screen, biochemical, confirmation dose response (AID 588689); 340,000 compounds, 0.3% hits; Genome polyprotein (Dengue virus type 2 (strain 16681-PDK53)); Dengue-2 NS5 methyltransferase capping enzyme assay, biochemical; higher % means a stronger effect; inhibition, % at 25 µM; hits with a dose series show IC50 in µM; in the data active means a potency from the dose series
GPR55 antagonists: GPR55 antagonists blocking LPI-driven arrestin recruitment, primary screen, imaging, U2OS, beta-arrestin-GFP, LPI agonist (AID 2013) | G-protein coupled receptor 55 (Homo sapiens) | U2OS GPR55 beta-arrestin-GFP translocation imaging, LPI antagonism; higher % means a stronger effect | inhibition, % at 10 µM, or IC50 in µM where a hit was titrated | 290,000 compounds, 0.13% hits;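 active means spots per cell inhibited over 60%, with over 100 cells counted and total cytoplasm intensity under 500,000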;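 further: U2OS cells stably carrying GPR55 and arrestin-GFP stimulated by 5 µM LPI near EC80; imaged beta-arrestin-GFP aggregate spots per cell after agonist stimulation; plate controls were LPI-stimulated DMSO wells for no effect and DMSO wells without LPI for full effect; some results filed as inactive read as strong as hits; confirmed hits need IC50 under 10 µM and bright autofluorescent wells are also inconclusive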
NS5 inhibitors pilot replicate: second read-out of NS5 inhibitors, no call of its own (marks repeat the call); inhibition, %; measured here: pilot screen replicate inhibition
* marks the source's active call; other numbers are inactive results; x = not tested or not shown; [ ] = another dose, or the depositor's remark.

SMILES	Rac1 GTP hydrolysis	SV40 large T antigen	UTI89 phage lysis	RSV antiviral HEp-2	GPR35 antagonists	PhoP inhibition	HIV peptide binding	NS5 inhibitors	GPR55 antagonists	others
COc1ccc(O)c(-c2[nH]ncc2C(=O)c2ccccc2)c1	11%	6%	0.2%	2.2%	11%	2%	-2.1%	-3%	8%
Cc1ccc(Cn2c(C3CCCN3c3nc(C)cs3)nc3cc(C(F)(F)F)ccc32)cc1 (configuration not stated)	5%	23%	3.3%	0.4%	-11%	-5%	1.6%	-2%	12%
CC1(C)CC(=O)C(CC(=O)NC2CCCc3ccccc32)C(=O)C1 (configuration not stated)	1%	-3%	-0.6%	2.4%	4%	5%	-1.5%	-4%	3%
Cc1ccc(S(=O)(=O)NCC(c2ccc3c(c2)OCO3)N2CCOCC2)cc1 (configuration not stated)	9%	16%	0.8%[50 µM]	0.2%	x	-3%	x	-2%	x
CCOC(=O)CSc1nnc2c3ccccc3n(C)c2n1	13%	4%	-0.3%	2.5%	-3%	-1%	0.5%	3%	27%
CCc1cccc(OCCn2nc(C(=O)O)c3ccccc3c2=O)c1	3%	-2%	-0.5%	5.0%	3%	1%	0.4%	0%	-16%
O=C(NC(=S)Nc1ncccn1)c1ccc(Cl)cc1Cl	9%	8%	0.7%	-0.7%	8%	-2%	2.7%	-3%	19%
COc1ccc(NC(=O)CSc2ncnc3c2cnn3Cc2ccccc2)cc1	10%	-2%	0.4%	12%	-9%	5%	0.6%	0%	8%	NS5 inhibitors pilot replicate=-0.6
NNC(=O)c1cc2c(s1)-c1cc(Cl)ccc1SC2	x	13%	x	3.1%	9%	-16%	-1.7%	x	-1%
O=C(c1cc2ncc(Br)cn2n1)N1CCN(C(=O)c2ccco2)CC1	7%	20%	0.1%	1.2%	10%	-12%	4.3%	-9%	0%
O=C(Cc1ccccc1)Nc1cc2c(cc1Cl)OCCCO2	8%	9%	-0.4%	-0.5%	-8%	-4%	1.1%	-6%	8%	NS5 inhibitors pilot replicate=-0.6
CCCn1c(N)c(CC)c(=O)[nH]c1=O	7%	9%	0.0%	3.2%	-7%	0%	2.1%	1%	5%
COc1cccc(CNCCNC(=O)c2ccco2)c1OC	19%	5%	-0.4%	4.6%	5%	-4%	1.3%	-2%	-5%
Cc1ccccc1Cn1ccc(=NCc2ccccc2)cc1	x	8%	x	-0.8%	14%	11%	0.4%	x	-1%
CCc1ccc(OCC(=O)Nc2ccncc2)c(Br)c1	8%	5%	0.3%	4.3%	-13%	1%	-0.8%	0%	-21%
CN(C)CCn1c2ccccc2c2nc3ccc([N+](=O)[O-])cc3cc21	x	7%	x	-2.1%	-9%	1%	1.9%	x	-2%
Cc1ccc(C(=O)Nc2ccc(C)c(S(=O)(=O)Nc3ccccc3Cl)c2)s1	7%	3%	0.4%	20%	9%	9%	7.0%	-12%	7%
CCc1nn(C)c(-c2n[nH]c(=S)n2N)c1Cl	10%	4%	0.1%	2.7%	1%	-2%	-0.3%	-2%	6%
CC1CCCC(NC(=O)c2ccncc2)C1C (configuration not stated)	8%	9%	0.2%	0.0%	-2%	3%	-0.8%	5%	6%	NS5 inhibitors pilot replicate=2.4
COCCCNC(=O)c1ccc(N2CCCC2)c(NS(=O)(=O)c2ccc(C)cc2)c1	3%	5%	5.5%	-0.5%	5%	-1%	-1.4%	-9%	4%

3 entries drawn at random from the list so far, as already listed:
SMILES	Rac1 GTP hydrolysis	SV40 large T antigen	UTI89 phage lysis	RSV antiviral HEp-2	GPR35 antagonists	PhoP inhibition	HIV peptide binding	NS5 inhibitors	GPR55 antagonists	others
Cc1ccc(Cn2c(C3CCCN3c3nc(C)cs3)nc3cc(C(F)(F)F)ccc32)cc1 (configuration not stated)	5%	23%	3.3%	0.4%	-11%	-5%	1.6%	-2%	12%
CC1(C)CC(=O)C(CC(=O)NC2CCCc3ccccc32)C(=O)C1 (configuration not stated)	1%	-3%	-0.6%	2.4%	4%	5%	-1.5%	-4%	3%
COCCCNC(=O)c1ccc(N2CCCC2)c(NS(=O)(=O)c2ccc(C)cc2)c1	3%	5%	5.5%	-0.5%	5%	-1%	-1.4%	-9%	4%

The listing picks up with the 3 entries that preceded the break.
SMILES	Rac1 GTP hydrolysis	SV40 large T antigen	UTI89 phage lysis	RSV antiviral HEp-2	GPR35 antagonists	PhoP inhibition	HIV peptide binding	NS5 inhibitors	GPR55 antagonists	others
CCc1nn(C)c(-c2n[nH]c(=S)n2N)c1Cl	10%	4%	0.1%	2.7%	1%	-2%	-0.3%	-2%	6%
CC1CCCC(NC(=O)c2ccncc2)C1C (configuration not stated)	8%	9%	0.2%	0.0%	-2%	3%	-0.8%	5%	6%	NS5 inhibitors pilot replicate=2.4
COCCCNC(=O)c1ccc(N2CCCC2)c(NS(=O)(=O)c2ccc(C)cc2)c1	3%	5%	5.5%	-0.5%	5%	-1%	-1.4%	-9%	4%
CCOC(=O)C1C(=O)NC(N2CCN(Cc3ccccc3)CC2)=NC1c1ccco1 (configuration not stated)	2%	0%	0.2%	-0.6%	-1%	7%	1.0%	-6%	11%
O=C(NCCc1c[nH]c2ccccc12)C(F)(F)F	6%	19%	0.2%	2.2%	20%	6%	0.1%	x	-2%
CSc1sccc1/C=N/NC(=O)c1ccncc1	2%	-4%	0.5%	1.4%	-9%	-5%	-0.3%	-3%	-1%
CC(=O)Nc1ccc(Nc2nnc(-c3ccc(C)c(S(=O)(=O)NCC4CCCO4)c3)c3ccccc23)cc1 (configuration not stated)	9%	21%	0.4%[50 µM]	1.8%	11%	-8%	-2.0%	-3%	7%
COc1ccc(CCNCc2cc3ccc(C)cc3[nH]c2=O)cc1OC	8%	11%	0.1%	0.3%	-6%	-1%	0.1%	-3%	7%
COC(=O)c1c(NC(=O)CN(C)CC(=O)Nc2ccc(C)cc2)sc2c1CCC(C)C2 (configuration not stated)	4%	x	0.2%[50 µM]	5.7%	x	x	x	-9%	x
COc1ccc(Cl)cc1NC(=O)CN(C)C(=O)c1ccc(COc2ccccc2)cc1	2%	21%	-0.6%[50 µM]	16%	x	-6%	x	1%	x
CC(C)(C)SCCNC(=O)/C=C/c1ccccc1	x	4%	x	1.4%	-4%	4%	-1.7%	x	3%
COc1cccc(-c2nc(CS(=O)CC(=O)NC(C)CCc3ccccc3)c(C)o2)c1 (configuration not stated)	7%	1%	-0.4%	22%	5%	-5%	-0.5%	7%	15%
Cc1onc(-c2c(F)cccc2Cl)c1C(=O)NCCO	5%	5%	-0.2%	1.6%	0%	-2%	0.1%	-2%	-14%
CCn1cc(CNC(=O)CSc2nc(-c3ccc(OC)c(OC)c3)cc(C(F)(F)F)n2)c(C)n1	2%	18%	0.2%[50 µM]	2.4%	-9%	-3%	-0.5%	-4%	8%
C=CCn1c(=O)c(C(=O)Nc2ccccc2S(N)(=O)=O)c(O)c2ccccc21	11%	-3%	0.0%	7.5%	21%	-5%	7.8%	3%	3%
COc1ccccc1C(=O)Nc1cccc(C(=O)N2CCOCC2)c1	-7%	-2%	0.1%	-0.9%	-22%	10%	0.0%	3%	5%
COC(=O)c1c(C)noc1-c1ccc(Cl)cc1	6%	9%	0.4%	-2.2%	-10%	2%	0.0%	-1%	14%
COc1cccc(-n2ccnc2SCC(=O)Nc2cc(OC)ccc2OC)c1	-6%	5%	-0.2%	6.6%	2%	-7%	-1.6%	-10%	2%
Cc1ccc(/C=C/S(=O)(=O)NCC(=O)OCC(=O)N2CC(=O)Nc3ccccc32)cc1	7%	10%	-0.2%[50 µM]	3.0%	11%	-11%	1.0%	0%	-1%
COC(=O)NNC(=O)COc1ccc(Cl)cc1	4%	6%	4.0%	-0.4%	-1%	2%	-0.8%	-2%	-2%
CCCCCn1c(CNC(=O)CC)nc2ccccc21	5%	2%	-0.5%	2.5%	-7%	1%	2.9%	0%	4%
CC(=O)Nc1cc(C(=O)N2CCc3ccccc3C2)ccc1Sc1ccc(Cl)cc1	-6%	27%	0.3%	8.8%	1%	0%	0.7%	1%	4%
COc1ccc(NC(=O)CCS(=O)(=O)c2cccc3nonc23)cc1	4%	3%	0.1%	-0.3%	-6%	-8%	-0.2%	-5%	-12%
O=C(NNC(=O)C1C2CCC(C2)C1C(=O)O)c1ccc(Br)o1 (configuration not stated)	x	3%	x	0.8%	6%	-17%	1.5%	x	14%
Cc1ccc(NC(=O)Nc2cccs2)nc1	4%	2%	0.3%	0.7%	4%	3%	0.0%	-2%	-8%
CCOC(=O)COc1ccc(Br)cc1C1NC(=O)NC(C)=C1C(=O)NCc1ccccc1 (configuration not stated)	-1%	1%	0.7%	-0.9%	16%	13%	-1.6%	-2%	0%
CCCc1cc(=O)[nH]c(SCC(=O)N2CCN(S(=O)(=O)c3ccc4ccccc4c3)CC2)n1	5%	18%	5.1%	0.6%	-2%	-7%	-1.3%	1%	-3%
O=C1ON=C(c2ccccc2)/C1=C/c1ccco1	91µM*	37%	-0.2%	0.5%	-17%	1%	36%	51%	5%
CCN(CC)C(=O)c1c(Cl)nc(C)c([N+](=O)[O-])c1C	5%	-5%	2.6%[50 µM]	-0.3%	5%	17%	-1.3%	4%	7%
CC1=NN(c2ccc(Br)cc2)C(=O)/C1=C/c1ccc(-c2ccccc2C(=O)O)o1	8%	33%	-0.6%	0.1%	-6%	13%	50%	30µM*	-3%
Cc1ccccc1OCCn1c(=O)oc2ccccc21	13%	5%	-0.1%	3.2%	-8%	-9%	0.4%	-2%	8%
CCOC(=O)COc1nc2ccc(Br)cc2c(-c2ccccc2)c1C(C)=O	9%	0%	0.2%	-0.8%	19%	15%	-1.5%	-4%	3%
Cc1ccc(C)c(NC(=S)NCCc2c[nH]c3ccccc23)c1	15%	-4%	0.6%	1.1%	16%	-6%	-1.8%	-11%	3%
CCCCN(C(=O)Cn1nnc2ccccc21)C(C(=O)NCCOC)c1ccccc1 (configuration not stated)	0%	27%	-0.5%	0.9%	1%	-5%	-1.1%	-6%	-4%
CCOC(=O)CNC(=O)CNC(=O)c1nn(-c2ccc(OC)c(Cl)c2)c(=O)c2ccccc12	4%	11%	0.1%	2.1%	-2%	0%	1.3%	5%	8%

Structures above that have a nitro group on carbon, in the order listed:
SMILES	Rac1 GTP hydrolysis	SV40 large T antigen	UTI89 phage lysis	RSV antiviral HEp-2	GPR35 antagonists	PhoP inhibition	HIV peptide binding	NS5 inhibitors	GPR55 antagonists	others
CN(C)CCn1c2ccccc2c2nc3ccc([N+](=O)[O-])cc3cc21	x	7%	x	-2.1%	-9%	1%	1.9%	x	-2%
CCN(CC)C(=O)c1c(Cl)nc(C)c([N+](=O)[O-])c1C	5%	-5%	2.6%[50 µM]	-0.3%	5%	17%	-1.3%	4%	7%

Compound activity (PubChem BioAssay)

Hits appear at their usual frequency; about 1.5% have a hit in one of these screens.
